# M18AAP inhibitor – PfM18AAP inhibitors, malaria aminopeptidase, primary screen, biochemical, QFRET, recombinant enzyme; hit rate 1.2% among 290,000; inhibition, % at 7.35 µM; H-Glu-NHMec fluorogenic cleavage;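 active means inhibition above the campaign mean inhibition over all tested compounds plus 3 SD, cut at about 28% in these data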;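 further: 0% = plate median of test compound wells and 100% = 2 mM ZnCl2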
# p-CIP stab down – p/CIP-EGFP fusion destabilizers, primary screen, fluorescence, F442A cells; Q05BA5; 16 h; decrease of EGFP signal, % at 10 µM; hit rate 0.01% among 290,000;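 active means EGFP signal decrease of at least 30% at 10 µM or well 3 SD below plate mean, unless failing retest; inactive means the rest, including hits failing retest or dose response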; further: some compounds called inactive have numbers as strong as hits; many of its hits are not listed in these tables
# SUMO HTRF inh – inhibitors of in vitro SUMOylation cascade, primary screen, biochemical, HTRF, uHTS. HTRF SUMOylation assay, SAE1/SAE2 + UBC9. inhibition, % at 35 µM. hit rate 0.36% among 290,000. AID 2006, 2009; in the data active means inhibition above about 50%, passing the limit was not always enough; inconclusive means no clear call, values can overlap the other calls; further: strong numbers were not always called active
# MEKK2 WT-MEK5 – modulators of MEK5 binding to wildtype MEKK2, primary screen, biochemical, multiplex bead flow cytometry, Alexa488-MEK5; Alexa488-MEK5 binding to MEKK2 WT; actives lie on both sides; binding response (% of control), % at 10 µM; hit rate 1.1% among 290,000; in the data active means binding response below about 67% or above about 130%; inconclusive means no clear call, values can overlap the other calls; inactive means in between
# IDE cell activ – human IDE activators in live cells, primary screen, fluorescence polarization, HEK cells, FAbeta-B substrate. hit rate 0.073% among 340,000. FAbeta-B cleavage; 0% vehicle, 100% cell-free pure enzyme wells. activation, % at 5.96 µM. Insulin-degrading enzyme (Homo sapiens), P14735. AID 493087, 2011;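 active means activation above the mean of all tested compounds plus 3 SD, set per screening campaign, cut at about 17% in these data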
# IDE cell inh – human IDE inhibitors in live cells, primary screen, fluorescence polarization, HEK cells, FAbetaB substrate; Insulin-degrading enzyme (Homo sapiens), P14735; FAbetaB cleavage; inhibition, % at 5.59 µM; hit rate 0.41% among 320,000; AID 434962, 2010;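 active means percent inhibition above the average of all tested compounds plus 3 SD, set per screening campaign, cut at about 16% in these data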;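 further: IDE supplied by intact live HEK cells; FP after avidin binding of uncleaved biotin substrate so inhibition keeps polarization high; 0% = DMSO wells and 100% = 60 µM reference IDE inhibitor Ii1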
# NALP1 yeast inh – NALP1 inflammasome inhibitors in reconstituted yeast, colorimetric, S. cerevisiae, triplicate retest; S. cerevisiae NALP1/ASC/caspase-1 growth, X-gal OD620, 72 h; hit rate 0.61% among 280,000; inhibition, % at 10 µM; in the data active means inhibition mostly above about 24%, no sharp cut-off; inactive means mostly below about 32%; further: some compounds called inactive have numbers as strong as hits
# MEKK2mut PB1 HTS – MEK5 binding signal on mutant MEKK2 PB1, primary screen, biochemical, multiplex bead flow cytometry, Alexa488-MEK5 | Alexa488-MEK5 binding to MEKK2 mutant | percent response, % at 10 µM | hit rate 0.35% among 290,000 | AID 1530, 2009; in the data active means percent response above about 24%, passing the limit was not always enough; further: inactives centre near 1; some results filed as inactive read as strong as hits; reference of the scale not given here
# MEKK3 PB1 HTS – modulators of MEKK3-MEK5 PB1 binding, primary screen, biochemical, wildtype MEKK3, multiplex bead flow cytometry, Alexa488-MEK5; Mitogen-activated protein kinase kinase kinase 3 (Homo sapiens), Q99759; bead-based flow cytometry, Alexa488-MEK5 binding to MEKK3; actives lie on both sides; 0 = blocked by unlabeled MEK5, 100 = vehicle; binding response (% of control), % at 10 µM; hit rate 1.4% among 290,000; AID 1529, 2009;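 active means binding response more than 3 SD above or below the average of its plate-row segment, actives on both sides; inconclusive means wells at one plate position flagged as instrument error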;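 further: Alexa488 bead fluorescence after subtracting the streptavidin-only scavenger bead signal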
# An asterisk follows results filed as active; ? = inconclusive; · = not tested or not shown; [ ] = remark or other dose. These rows are one share of the data, so the mix of outcomes need not match the whole.
SMILES,M18AAP inhibitor,p-CIP stab down,SUMO HTRF inh,MEKK2 WT-MEK5,IDE cell activ,IDE cell inh,NALP1 yeast inh,MEKK2mut PB1 HTS,MEKK3 PB1 HTS
COc1ccc(C)cc1NC(=O)c1ccc(OC(F)F)cc1,5,1,-11,97,0,3,46,0,99
CCOc1ccccc1N1CCN(C(=O)NCc2ccc(F)cc2)CC1,-3,-6,1,90,-2,6,2,-3,100
COc1cc(NC(=S)N(C)CCC#N)c(OC)cc1Cl,3,-9,15,112,6,3,12,8,109
CC(C)(C)C(=O)Nc1sc2c(c1-c1nc3ccccc3[nH]1)CCCC2,-1,-2,18,105,10,0,28,4,97
O=C1C(=O)N(c2ccc(O)cc2)C(c2ccccc2[N+](=O)[O-])/C1=C(\O)c1ccccc1 (stereo not given),-1,-1,31,93,-3,0,4,-5,95
CC(=O)NC(CC(=O)NC(C)c1ccc(Cl)cc1Cl)c1ccccc1 (stereo not given),-7,14,4,100,1,5,13,-5,103
C=CCn1c(=O)n(CCOC)c(=O)c2sc3ccccc3c21,5,-3,10,108,0,0,30,14,110
COc1ccc(N2CCN(C(=O)NCc3cccc(OC)c3)CC2)cc1,2,-2,-5,99,1,8,5,4,101
O=C1CC(N2CCN(c3ccc(F)cc3)CC2)C(=O)N1Cc1ccccc1 (stereo not given),3,-3,-5,111,1,-2,1,9,104
Cn1c(SCC(=O)Nc2ccc(NC(=O)c3cccs3)cc2)nnc1-c1ccncc1,2,2,-27,90,-1,9,23,-6,93
NCCCCNCCCN,·,10,-5,108,5,1,4,3,105
O=C(NCc1ccccc1)c1cc(-c2ccncc2)nc2ccc(S(=O)(=O)N3CCOCC3)cc12,0,0,6,100,0,-2,22,-1,103
CN(C(=O)c1ccco1)c1nc(CC(=O)Nc2ccccc2)cs1,6,9,2,106,3,6,0,2,92
Cc1ccc(NC(=O)NC(=O)CSc2nnc(-c3ccc(Cl)cc3Cl)n2N)c(C)c1,7,-10,-1,105,1,6,17,8,103
COc1ccccc1-c1cn[nH]c(=S)n1,-5,52,9,110,-4,0,17,5,105
NNc1nc2c(F)cccc2s1,30*,4,-14,105,1,3,15,0,140*
O=C(O)C1(P(=O)(c2ccccc2)c2ccccc2)CCC1,-4,0,2,102,-3,3,30,3,103
CC(C)(C)n1ncc2c(=O)n(Cc3ccc(Cl)cc3Cl)cnc21,-3,5,-6,2.0*[inhibitor],6,-2,17,-69,2.0*[inhibitor]
O=C(c1ccccc1)C1CCN(C(=O)c2cccs2)CC1,-6,5,2,98,5,3,12,-5,96
O=C(Nc1ccccc1N1CCCC1)c1ccc(Br)o1,4,-7,-1,112,9,-2,1,6,109
COc1cccc(N2CN(C3CCCCC3)CNC2=S)c1,-1,1,-2,108,-8,0,6,6,105
Cn1nc(C(F)(F)F)c2cc(C(=O)Nc3ccc(C(F)(F)F)cc3)sc21,1,6,-4,96,-3,6,·,-1,95
Cc1ccc(NC(=O)CSCc2ccc(F)cc2)cc1,5,7,3,97,1,4,34,-2,91
Cc1ccc2nc(-c3ccc(NC(=O)CSc4nccc(=O)[nH]4)cc3)sc2c1,6,-12,-48,103,1,0,5,0,99
O=C(CNc1cccc([N+](=O)[O-])c1)N/N=C/c1ccc([N+](=O)[O-])o1,-1,-31,26,105,7,3,8,-4,104

# One compound at a time, as listed above.
# NCCCCNCCCN reads M18AAP inhibitor = ·; p-CIP stab down = 10; SUMO HTRF inh = -5; MEKK2 WT-MEK5 = 108; IDE cell activ = 5; IDE cell inh = 1; NALP1 yeast inh = 4; MEKK2mut PB1 HTS = 3; MEKK3 PB1 HTS = 105
# CC(C)(C)n1ncc2c(=O)n(Cc3ccc(Cl)cc3Cl)cnc21 reads M18AAP inhibitor = -3; p-CIP stab down = 5; SUMO HTRF inh = -6; MEKK2 WT-MEK5 = 2.0*[inhibitor]; IDE cell activ = 6; IDE cell inh = -2; NALP1 yeast inh = 17; MEKK2mut PB1 HTS = -69; MEKK3 PB1 HTS = 2.0*[inhibitor]

# Continued:
SMILES,M18AAP inhibitor,p-CIP stab down,SUMO HTRF inh,MEKK2 WT-MEK5,IDE cell activ,IDE cell inh,NALP1 yeast inh,MEKK2mut PB1 HTS,MEKK3 PB1 HTS
COc1ccc(N/C(C)=C2/C(=O)C(=O)N(CCO)C2c2ccc([N+](=O)[O-])cc2)cc1 (stereo not given),7,-6,3,103,6,3,6,4,101
COc1cccc(C(=O)Nc2ccc3ccccc3c2)c1,-8,-6,10,103,0,2,9,3,106
Cc1ccc(C(=O)Nc2c(C(=O)N3CCOCC3)cnn2-c2ccccc2)cc1,-3,0,5,96,6,-15,10,0,96
CC(C)(C)C(=O)OCC1OC(n2cnc(C(N)=O)n2)C(O)C1O (stereo not given),-4,10,-6,94,3,5,30,0,96
CCCCC(=O)Nc1cc(N(C)C)nc2ccccc12,-11,6,24,108,6,-4,7,6,105
COC(=O)C1CCN(Cc2nnc(-c3ccccc3)o2)CC1,-1,1,-4,105,3,-2,31,3,107
O=C(Nc1ccccc1NS(=O)(=O)c1ccc(F)cc1)C1CCC1,-4,17,-1,104,3,2,-30,0,104
COC1CCCN(Cc2c(C(=O)N3CCc4ccccc4C3)nc3ccc(Cl)cn23)C1 (stereo not given),1,4,0,105,4,-4,5,2,106
COc1ccc(C(=O)Cc2nnc(C)s2)c(OC)c1,5,-4,28,106,4,5,20,-2,103
Cc1ccc(N2CC(C(=O)Nc3nccs3)CC2=O)cc1Cl (stereo not given),11,-31,2,98,-3,1,-12,5,100
Cn1c(=O)c2c(nc(NCc3ccco3)n2Cc2ccccc2Cl)n(C)c1=O,0,-42,5,98,2,3,-6,2,100
CNc1ccc(/C=C/C(=O)c2ccc3c(c2)OCCO3)cc1[N+](=O)[O-],-1,-10,18,103,2,1,52,-2,100
Cc1ccc(N=C2SC(C(=O)NCCc3ccccc3)CC(=O)N2C)cc1C (stereo not given),2,0,-24,103,3,-1,3,2,103
CCn1nc(C(=O)OCC(=O)NCCN2C(=O)CSC2=O)c2ccccc2c1=O,2,8,12,118,4,-3,-6,16,110
O=C(CCCc1nc(-c2ccc(Cl)cc2)no1)Nc1cccnc1,-12,-16,-4,97,-9,0,12,0,100
Cn1cc(C2=C(c3ccc(Cl)cc3Cl)C(=O)NC2=O)c2ccccc21,14,-249,14,94,-56,33*,-7,-1,100
COc1ccc(-c2nn(-c3ccccc3)cc2/C=N/O)cc1,8,-12,6,102,1,3,-9,6,100
COc1ccc2[nH]c3c(=O)n(CCCCC(=O)N4CCCC4)c(=S)[nH]c3c2c1,-2,3,12,99,-12,-2,-6,3,99
CCOC(=O)c1c(C)[nH]c(C2=NNC(=NC3CC3)SC2)c1C,44*,-11,4,105,-11,9,-5,-3,107
COC(=O)c1ccccc1NC(=O)c1ccc(Cn2cc(Cl)cn2)o1,0,0,4,106,-1,5,16,6,107
CN1C(=O)C2CN(CCc3ccccc3)CNC2N(C)C1=O (stereo not given),-8,-5,0,110,-5,-1,2,6,105
O=C(CCCn1c(=O)[nH]c2cc(Cl)ccc2c1=O)NC1CCCCCC1,1,-6,0,115,0,3,1,4,118
CCCC[C@@H]1C[C@H]1[C@@H](NC(=O)c1ccco1)c1ccc(Cl)cc1,2,-1,13,97,1,3,29,-2,104
CCC(=O)Nc1nnc(/C=C/c2ccccc2)s1,6,6,-3,103,-2,-6,4,2,102
CC(=O)Nc1cc2c(cc1C(C)=O)OCCO2,-1,-3,30,103,3,-2,-10,6,102
# Following part:
SMILES,M18AAP inhibitor,p-CIP stab down,SUMO HTRF inh,MEKK2 WT-MEK5,IDE cell activ,IDE cell inh,NALP1 yeast inh,MEKK2mut PB1 HTS,MEKK3 PB1 HTS
O=C(CCNC(=O)c1ccco1)Nc1ccc(OC(F)F)c(Cl)c1,6,-6,6,95,-3,-2,10,-1,98
O=C(Nc1ccc2c(c1)OCO2)N1CCN(c2ccccc2Cl)CC1,17,-7,-10,96,5,1,-20,3,99
Clc1cc2c(c(CSc3nc4ccccc4n4cccc34)c1)OCOC2,0,6,-8,91,3,4,13,-13,94
O=C(Cn1cc2c(n1)CCCC2)NCCCN1CCN(c2ccccc2F)CC1,5,-9,25,113,5,5,-8,8,95
O=C(NC(=S)Nc1sc2c(c1C(=O)O)CCCC2)c1ccccc1,-6,0,14,99,-3,0,7,0,104
COC(=O)[C@@H](NC(=O)N1CCN(c2cccc(C(F)(F)F)c2)CC1)C(C)C,-7,1,-10,106,2,-1,12,8,107
CCOC(=O)C(NC(=O)Nc1ccc(F)cc1F)(Oc1ccc(F)cc1)C(F)(F)F (stereo not given),2,-13,2,104,-2,5,29,3,128*
C=C(C)CSC1=C(C#N)C(c2ccsc2)CC(=O)N1 (stereo not given),-3,-22,-8,92,5,6,25,-2,97
O=C(Nc1nnc(SCc2cccc(F)c2)s1)c1ccco1,1,9,7,106,5,-1,-5,6,102
CC(C)(C)c1ccc(C(=O)CSc2nc3ccccc3c(=O)[nH]2)cc1,-5,-2,-11,109,5,-2,6,6,109
Cc1ccc(N=C2S/C(=C/c3cccc(OCC(=O)O)c3)C(=O)N2C)cc1C,-5,-7,4,100,5,2,11,0,101
Cc1cc(C)c2nc(-c3ccccn3)cc(C(=O)NCc3cc(C)n(C)n3)c2c1,1,-15,24,104,1,4,-5,0,100
O=C(c1ccc2nc(N3CCOCC3)sc2c1)N1CCN(c2ccc(Cl)cc2)CC1,-1,-12,3,104,-9,7,24,8,103
CN1C(=S)SC(/[N+]([O-])=C\c2ccccc2)C1(C)C (stereo not given),4,2,-10,105,8,8,30,5,104
O=C(NCc1ccccc1)C1=C[C@@H](C2CC2)C[C@@H](OCc2ccc(CO)cc2)O1,3,4,-3,106,1,-2,-17,2,111
COc1ccc(C(C)C)cc1S(=O)(=O)N1CCC(C(=O)NCC2CCCO2)CC1 (stereo not given),-2,5,-13,99,3,-4,8,-2,101
O=C1c2ccccc2S(=O)(=O)N1Cc1c(F)cccc1Cl,-14,-12,7,105,0,0,1,4,104
CC1CN(Cc2ccccc2)c2nc3c(c(=O)n(C)c(=O)n3C)n2C1 (stereo not given),0,1,2,99,-1,0,18,2,95
CC1CCN(S(=O)(=O)c2ccc(NC(=O)CN3CCCCCC3)cc2)CC1,-1,1,3,119,-3,4,22,4,107
CCCCCNC(=O)CN(c1ccc2c(c1)OCO2)S(C)(=O)=O,-1,-8,-12,98,4,-4,-7,-3,101
C=C1CCC2C(C)(C)[C@H](O)CC[C@@]2(C)[C@@H]1COc1cc(=O)oc2ccccc12 (stereo not given in full),-1,-2,-6,95,6,-1,25,5,97
Nc1ccc(-c2nc3ccc(N)cc3s2)cc1,3,-1,?,87,0,-4,·,-16,92
Cc1ccccc1-n1cc(CNC(=O)C2CCC(=O)N(C3CC3)C2)cn1 (stereo not given),0,4,-6,104,4,3,0,4,101
CCOC(=O)c1cc(-c2ccc(Cl)cc2)nc2c1c(C)nn2CCC#N,1,-8,0,87,1,-6,-8,-19,81
Cc1ccc(C)c(N2CCN(C(=O)c3nn(C)c4c3CS(=O)(=O)c3ccccc3-4)CC2)c1,2,-7,-9,101,-1,-2,12,7,106
Cc1cc2oc(=O)cc(CN3CCC(C)CC3)c2cc1C,5,-2,-12,102,1,4,8,4,100

# Assay outcomes from PubChem.
